High-throughput results (PubChem BioAssay)
ATXN2 expr inh – reduces ATXN2 reporter expression in HEK-293 cells | HEK-293 ATXN2-luciferase reporter, luminescence, 24 h | Potency, µM (doses to about 57 µM), inactives show at the top dose activity change, negative = inhibition, most hits filed as inhibitors | 360,000 tested, 0.72% active | AID 1745845; also: potency is read from the fitted curve at half-maximal effect; % is scaled to controls: 0 for no effect and ±100 for the full control effect; nearly all actives have a fitted effect of over 55% in size
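ATXN2-luciferase reporter cells (luciferase flanked by upstream and downstream ATXN2 gene portions) were treated 24 h at 37 °C with compounds at up to 57 uM. SteadyGlo luminescence gave expression; GF-AFC fluorescence gave viability.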
HT1080 IDH1KD tx – kills HT-1080 cells with IDH1 knockdown; 360,000 tested, 2% active; HT-1080 IDH1 knockdown viability, ATP luminescence, 48 h; AID 686971; Potency, µM (highest dose often 46.1 µM), inactives show top-dose activity, negative = toxicity, actives largely listed as cytotoxic;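 also: potency is read from the fitted curve at half-maximal effect; 0% = DMSO wells and -100% = cell-free medium wells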
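HT-1080-IDH1KD cells (IDH1 knocked down), 750/well in RPMI with 5% FBS, treated with compound 48 h at 37 degrees C. Viability by CellTiter-Glo luminescence, normalised to DMSO and no-cell wells; concentration-response curves classed.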
KB-V1 cytotox – KB-V1 MDR subline cytotoxicity; Potency, µM (titrated, usually from 46.1 µM), inactives show top-dose activity change, negative = cytotoxicity, most hits filed as cytotoxic; KB-V1 MDR cells viability, CellTiter-Glo, 72 h; 400,000 tested, 3.4% active; also: potency is read from the fitted curve at half-maximal effect; % is scaled to controls: 0 for no effect and ±100 for the full control effect; nearly all actives have a fitted effect of over 60% in size
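Cytotoxicity toward P-gp-expressing KB-V1 cells was determined as loss of CellTiter-Glo luminescence after 72 h at 37 degrees C. Compounds were tested in quantitative HTS format across a concentration range, with curves fitted to normalized data.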
IL1B secr inh – inflammasome signaling inhibition, IL-1 beta readout; THP-1 LPS/ATP IL-1B secretion, AlphaLISA, 16 h; hits give low values; activity change, % at 57.5 µM; 360,000 tested, 4.7% active; in the data active = activity change below about -50%; inconclusive = mostly about -30% to -49%; also: % is scaled to controls: 0 for no effect and ±100 for the full control effect
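Secreted IL-1B measured by AlphaLISA bead assay after 16 h compound exposure of THP-1 cells; compounds (final up to 57.5 uM) added 1 h before LPS (250 ng/mL) and ATP (1.25 mM) stimulation; lower signal means less secretion.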
KB-3-1 tox – KB-3-1 parental cell cytotoxicity; KB-3-1 viability, CellTiter-Glo ATP luminescence, 72 h; Potency, µM (doses to about 46.1 µM), for the others: top-dose activity change, negative = cytotoxic, usual class: cytotoxic; 400,000 tested, 1.4% active; also: potency is read from the fitted curve at half-maximal effect; % is scaled to controls: 0 for no effect and ±100 for the full control effect; nearly all actives have a fitted effect of over 60% in size
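Using CellTiter-Glo luminescence, growth of non-resistant KB-3-1 adenocarcinoma cells is assessed 72 h after pin-tool compound addition at 37 °C. Normalized responses across the concentration series yield fitted curves.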
MCF10A rereplic – DNA re-replication induction in MCF 10a cells; MCF 10A DNA re-replication, Hoechst nuclear intensity, 48 h; AID 624296; Potency, µM (doses to about 46.1 µM), for inactives: at the top dose activity, positive = re-replication, usual class: activators; 350,000 tested, 2.9% active; also: potency is read from the fitted curve at half-maximal effect; % of control where 0% means no effect; nearly all actives have a fitted effect of over 50% in size
HT1080-NT tox – kills 2HG-producing HT-1080-NT fibrosarcoma cells; 360,000 tested, 1.6% active; Potency, µM (series often up to 46.1 µM), for the others: at the highest dose activity, negative = less viability, actives largely listed as cytotoxic; HT-1080-NT fibrosarcoma viability, CellTiter-Glo ATP luminescence, 48 h; AID 686970;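 also: NT is the 2HG producing partner of a matched IDH1 knockdown line; potency is read from the fitted curve at half-maximal effect; 0% = DMSO-treated cells and -100% = media-only wells without cells; nearly all actives have a fitted effect of over 55% in size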
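Viability by CellTiter-Glo luminescence after 48 h compound exposure at 37C of HT-1080-NT cells (750/well, RPMI, 5% FBS). % activity scaled between DMSO wells and medium-only wells, then curve-fitted and categorized by curve class.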
SW480 rerep – induces DNA re-replication in SW480 colon adenocarcinoma cells; SW480 DNA re-replication, Hoechst DNA content imaging, 48 h; Potency, µM (series often up to 46.1 µM), for inactives: top-dose re-replication activation, most hits filed as activators; 340,000 tested, 1.8% active; AID 624297; also: potency is read from the fitted curve at half-maximal effect; % of control where 0% means no effect; nearly all actives have a fitted effect of over 55% in size
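Per well, 250 cells were exposed to pinned compound for 48 hr. Nuclear DNA was visualised with Hoechst (40 min, 37 C) and total object intensity recorded by fluorescence scanning.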
ATXN viability – viability counter-screen for ATXN expression inhibitors. 400,000 tested, 0.49% active. AID 651635. Potency, µM (doses to about 56.7 µM), usual class: cytotoxic. S2 cells (HEK-293 line with an ATXN2-luciferase reporter) viability, CellTiter-Fluor protease fluorescence, 24 h; also: potency is read from the fitted curve at half-maximal effect; nearly all actives have a fitted effect of over 40% in size
* hit, by the source's call; i = inactive; ? = inconclusive; . = no result given; [ ] = remark or other dose. Unless noted, calls follow the shape of the dose curve; as a rule, active = well fitted curve in the direction sought with a large enough effect; inconclusive = small, poorly fitted or top-dose-only effect, or another doubt; inactive = no such curve, though single readings can be large; an effect the other way counts as inactive or inconclusive.

| no. | SMILES | KB-V1 cytotox | KB-3-1 tox | MCF10A rereplic | ATXN viability | ATXN2 expr inh | IL1B secr inh | SW480 rerep | HT1080 IDH1KD tx | HT1080-NT tox |
| --- | --- | --- | --- | --- | --- | --- | --- | --- | --- | --- |
| 1 | COc1ccc(N2CCN(C(c3cccs3)C(C)NC(=O)C(=O)N3CCCC3)CC2)cc1 (stereo unspecified) | -14% | -2% | 8% | i | -16% | 26 | 0% | 5% | 24% |
| 2 | N=c1sccn1CC(=O)Nc1ccccc1Sc1ccccc1 | -7% | -12% | -4% | i | -12%[11.3 µM] | -55* | 8% | -20% | -7% |
| 3 | Cc1[nH]c(=O)[nH]c(=O)c1S(=O)(=O)N1CCCC(C(=O)N2CCN(c3ccccc3Cl)CC2)C1 (stereo unspecified) | 4% | -2% | 0% | i | -24% | 6 | -5% | 10% | 10% |
| 4 | Cc1cc(C)c2c(n1)SCC(=O)N2CC(=O)Nc1ccc(F)cc1 | 15% | 10% | 0% | i | 10% | 0 | 0% | 7% | 6% |
| 5 | COc1cc(-c2csc(N3CCOCC3)n2)cc(OC)c1OC | -19% | -9% | -4% | i | 7% | ? | -2% | 2% | 6% |
| 6 | C/C(CC(=O)Nc1ccccc1-c1ccccc1)=N\NC(=O)COc1ccc(C)cc1Br | 0% | -4% | ? | i | -4% | -3 | -3% | -9% | -12% |
| 7 | Cn1c(CNC(=O)CNS(=O)(=O)c2ccc(Br)cc2)cc(=O)n(C)c1=O | 21% | 2% | 1% | i | 9% | 8 | 2% | 14% | 1% |
| 8 | O=C(OCC(=O)N1CCCc2ccccc21)c1cccc(C(F)(F)F)c1 | -8% | 6% | -2% | i | -9% | 8 | 1% | 4% | -6% |
| 9 | Cc1ccc(S(=O)(=O)CCC(=O)OCc2cc(C)ccc2C)cc1 | 0% | 3% | -24% | i | -4% | 4 | -66%[inhibitor] | -1% | 4% |
| 10 | CCN(CCCNC(=O)COc1cc(=O)n(CC)c2ccccc12)c1ccccc1 | ? | 3% | 15% | i | 39%[activator] | -13 | -2% | -3% | 0% |
| 11 | CCOC(=O)CCCCCC(=O)Nc1ccc2c(c1)C(=O)N([C@H](C)CO)C[C@@H](C)[C@@H](CN(C)C(=O)CCC(F)(F)F)OCCCC[C@H](C)O2 | -8% | 13% | . | i | -7% | -5 | . | 12% | 14% |
| 12 | CCN(CC)CCN1C(=O)C2C(C(=O)Nc3cc(C)cc(C)c3)C3C=CC2(O3)C1C(=O)NC1CCCCC1 (stereo unspecified) | -15% | 0% | 3% | i | -12% | -28 | -3% | -3% | -1% |

Continued, starting with the last five of the part before.
| no. | SMILES | KB-V1 cytotox | KB-3-1 tox | MCF10A rereplic | ATXN viability | ATXN2 expr inh | IL1B secr inh | SW480 rerep | HT1080 IDH1KD tx | HT1080-NT tox |
| --- | --- | --- | --- | --- | --- | --- | --- | --- | --- | --- |
| 8 | O=C(OCC(=O)N1CCCc2ccccc21)c1cccc(C(F)(F)F)c1 | -8% | 6% | -2% | i | -9% | 8 | 1% | 4% | -6% |
| 9 | Cc1ccc(S(=O)(=O)CCC(=O)OCc2cc(C)ccc2C)cc1 | 0% | 3% | -24% | i | -4% | 4 | -66%[inhibitor] | -1% | 4% |
| 10 | CCN(CCCNC(=O)COc1cc(=O)n(CC)c2ccccc12)c1ccccc1 | ? | 3% | 15% | i | 39%[activator] | -13 | -2% | -3% | 0% |
| 11 | CCOC(=O)CCCCCC(=O)Nc1ccc2c(c1)C(=O)N([C@H](C)CO)C[C@@H](C)[C@@H](CN(C)C(=O)CCC(F)(F)F)OCCCC[C@H](C)O2 | -8% | 13% | . | i | -7% | -5 | . | 12% | 14% |
| 12 | CCN(CC)CCN1C(=O)C2C(C(=O)Nc3cc(C)cc(C)c3)C3C=CC2(O3)C1C(=O)NC1CCCCC1 (stereo unspecified) | -15% | 0% | 3% | i | -12% | -28 | -3% | -3% | -1% |
| 13 | CCC(C)NS(=O)(=O)c1ccc(OCC(=O)Nc2ccc3c(c2)OCCO3)cc1 (stereo unspecified) | ? | 11% | -10% | i | -12% | 3 | 1% | 0% | -18% |
| 14 | Cc1[nH]nc2oc(=O)c(CCO)c(C)c12 | 8% | 20% | ? | i | 1% | 12 | 16µM* | 0%[9.24 µM] | -9% |
| 15 | CCOC(CNC(=O)C(=O)Nc1cc2c3c(c1)CCN3C(=O)CC2)OCC | -16% | -7% | 21% | i | 19% | -10 | -36%[inhibitor] | -13% | -4% |
| 16 | COc1cc(NC(=O)c2cc(-c3ccc(Cl)c(Cl)c3)on2)cc(OC)c1OC | 0% | 0% | . | i | -6% | . | . | . | . |
| 17 | Cc1onc(-c2ccccc2)c1C(=O)NNC(=O)c1ccccc1O | -16% | ? | -25% | i | -29% | 51 | ? | ? | ? |
| 18 | Cc1c(Br)c([N+](=O)[O-])nn1CC(=O)N1CCN(Cc2ccccc2)CC1 | 5% | 2% | -14% | i | -1% | 0 | -6% | 0% | 1% |
| 19 | CC1(Cc2ccc(C(F)(F)F)nc2)C(=O)Nc2cc(-c3ccccc3Cl)ccc21 (stereo unspecified) | 0% | -9% | . | i | ? | . | . | ? | -27% |
| 20 | Cc1cc(C)cc(OCC(=O)OCC(=O)N2CCc3ccccc32)c1 | 5% | -6% | 0% | i | 0% | 17 | 0% | 7% | 7% |
| 21 | CC(C)=CCc1cc(-c2oc3cc(O)cc(O)c3c(=O)c2O)ccc1O | 18% | 0% | -17% | i | 10% | 15 | -12% | -9% | -1% |
| 22 | O=C(CSc1nnc(COc2ccccc2)o1)N1CCN(c2ccccc2)CC1 | -1% | 4% | 1% | i | -3% | 3 | -1% | 7% | 11% |
| 23 | CC(C)Cn1c(-c2ccco2)csc1=Nc1cccnc1 | -2% | 16% | 4% | i | 10% | 17 | -2% | 11% | 4% |
| 24 | O=C(O)c1ccccc1-c1nnc2c(Cl)cc(C(F)(F)F)cn12 | ? | 13% | 0% | i | -18% | -4 | -1% | 10% | -5% |
| 25 | CN(Cc1ccco1)C(=O)c1cc2c(s1)-c1ccc(Cl)cc1S(=O)(=O)C2 | -1% | -1% | 3% | i | . | -4 | -4% | -2% | 5% |
| 26 | Cc1csc(NC(=O)Cc2ccc(F)cc2)n1 | -5% | -1% | ? | ? | 11% | -3 | 1% | 22% | 18% |
| 27 | N=c1c(S(=O)(=O)c2ccc(Br)cc2)cc2c(=O)n3ccccc3nc2n1C1CCCCC1 | 2% | -2% | 4% | ? | ? | 5 | 3% | -2% | -3% |
| 28 | COc1ccc(C(C)(C)C)cc1NC(=O)C1C2C=CC(C2)C1C(=O)O (stereo unspecified) | -5% | -4% | 8% | i | -14% | 0 | -23% | 13% | 1% |
| 29 | COc1cccc(C(=O)CN(C(=O)c2ccc(Cl)c(Cl)c2)N2C(=O)c3ccccc3C2=O)c1 | -12% | -1% | -10% | i | 1% | 5 | 2% | -25% | -12% |
| 30 | COc1ccc2c(c1)NC(c1cc(Cl)cc(Cl)c1O)c1cccn1-2 (stereo unspecified) | 6% | 1% | 16% | ? | -19% | 41 | -1% | 9% | -2% |
| 31 | CCNS(=O)(=O)c1ccc(CCC(=O)N2CCN(c3cccc(Cl)c3)CC2)cc1 | -7% | -18% | 10% | i | -5% | -51* | -5% | -17% | 3% |
| 32 | CCc1ccc(NC(=O)NCCN2CCCCC2)cc1 | 14% | 2% | ? | i | 4% | 32 | 8% | 2% | 5% |
| 33 | O=C(COc1ccccc1F)Nc1nnc(-c2ccncc2)s1 | 2% | 1% | ? | i | -5% | -3 | -3% | -7% | 1% |
| 34 | O=C(Oc1ccnc2cc(Cl)ccc12)N1CCOCC1 | -30% | -7% | 3% | i | 1% | -19 | -9% | -1% | -1% |
| 35 | Cc1ccc(NC(=O)C2Oc3ccccc3OC2C)cc1 (stereo unspecified) | 5% | -6% | -4% | i | . | 12 | -1% | -3% | -4% |
| 36 | O=S(=O)(NC(=NCCc1ccc(Cl)cc1)c1ccccc1Cl)c1cccs1 | ? | -14% | -44%[inhibitor] | i | -1% | -68* | ? | -26% | -22% |
| 37 | CCc1ccc(OCC(=O)Nc2ccc(S(=O)(=O)Nc3onc(C)c3C)cc2)cc1 | -22% | 5% | . | i | 11% | . | . | . | . |
| 38 | CC1NC(=O)c2cccnc2-n2c1nc1cc(F)c(F)cc1c2=O (stereo unspecified) | -9% | -1% | . | i | -3% | 32 | . | 1% | -1% |
| 39 | N#Cc1ccc(Cl)cc1NC(=O)COC(=O)c1ccc2c(c1)OCCO2 | -5% | -4% | 2% | i | 3% | -2 | -1% | 1% | -11% |
| 40 | CC(Sc1nc2nn(-c3ccccc3)c(=O)c-2c2n1CCCCC2)C(N)=O (stereo unspecified) | 4% | 8% | 6% | i | -18% | -18 | -1% | 10% | 13% |
| 41 | COc1cc(C(=O)NNC(=S)NC(=O)/C=C/c2ccccc2)cc(OC)c1OC | ? | ? | 19% | i | -34% | 49 | -4% | ? | ? |
| 42 | CC1CC(C)(C)NC(=S)N1CC(=O)N1CCN(Cc2ccccc2)CC1 (stereo unspecified) | -18% | -7% | -1% | i | 17% | 16 | -6% | 1% | 23% |
